High-throughput results as filed in PubChem BioAssay.
ABCB6 inh 2 – ABCB6 transporter inhibitors, primary screen, K562-ABCB6 cells, flow cytometry, MLPCN library. fluorescence ratio to DMSO, % at 10 µM. ATP-binding cassette sub-family B member 6 (Homo sapiens), Q9NP58. AID 602162, 2011. K562-ABCB6 porphyrin accumulation, 1 h; stronger effect = lower value. 360,000 compounds, 0.19% hits;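 active = fluorescence ratio to DMSO below 75%, the collection mean minus 3 SD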;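 note: signal is porphyrin accumulated inside mitochondria; 100% equals median channel fluorescence of DMSO control wells; lower ratio means ABCB6 inhibition with less porphyrin fluorescence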
Vif imaging – HIV Vif self-association inhibitors, primary screen, imaging, HEK293T, single point; inhibition, % at 7.49 µM; 340,000 compounds, 0.35% hits; HEK293T cells, Vif self-association by quenched fluorescence, 24 h; in the data active = inhibition above about 50%, passing the limit was not always enough; note: some results filed as inactive read as strong as hits
Glyco luc inh – increase of ERlucT glycosylation luciferase signal, primary screen, N-linked glycosylation inhibitor project, D54 ERlucT cells, luminescence, set 2 | D54 ERlucT glycosylation luciferase reporter, 24 h; percent of 100 nM tunicamycin response | reporter increase, % at 12.5 µM | 360,000 compounds, 0.23% hits;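 active = mean luciferase reporter signal, scaled so untreated is 0 and the glycosylation-blocking control 100, at or above a set limit in every replicate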;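 note: luciferase carries N-glycosylation sites so blocking glycosylation raises the light; 0% = median of neutral control wells and 100% = median of 100 nM tunicamycin wells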
Granule exo inh – LAMP-1 surface exposure blockers, TALL-104 cells – cell-based, flow cytometry, MLPCN library, primary screen. TALL-104 LAMP-1 surface exposure; cells stimulated with thapsigargin and PMA. inhibition, % at 10 µM. 360,000 compounds, 0.66% hits;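 active = inhibition above about 55%, limit read from the data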
TLR9-MyD88 inh – inhibitors of TLR9-MyD88 association in cells, primary screen, cell-based, CHO, BLA complementation, fluorescence | CCF4 FRET ratio | inhibition, % at 4.98 µM | 340,000 compounds, 0.21% hits | AID 504734, 2011;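 active = inhibition above the mean over all tested compounds plus 3 SD, cut at about 21% in these data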;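 note: 0% = DMSO only wells and 100% = clavulanate BLA inhibitor control wells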
aDG glyco up – activators of alpha-DG glycosylation, primary screen, uHTS, Pro5-aDG cells, AlphaScreen; alpha-DG glycosylation AlphaScreen (IIH6); 0% Pro5, 100% B10-LARGE cell signal; activation, % at 10 µM; 360,000 compounds, 0.22% hits; AID 624168, 2012;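 active = activation of at least 8% versus controls, or a plate z-score of at least 8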;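 note: Pro5 are CHO cells carrying HIG-tagged alpha-DG that lacks glycosylation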
MC4R antagonist – MC4R antagonists of cAMP signaling, primary screen, cell-based, TR-FRET, antagonist arm of biased-ligand search; Melanocortin receptor 4 (Homo sapiens), P32245; inhibition, % at 6.5 µM; 360,000 compounds, 0.48% hits; AID 540295, 2011; MC4R-expressing cells, MTII-stimulated cAMP, LANCE TR-FRET;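 active = inhibition above its plate's cutoff, the mean of tested wells on that plate plus 3 SD, cut at about 29% in these data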;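 note: 0% = Melanotan II alone and 100% = Melanotan II plus saturating MCL0020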
Target sequence (P32245 whole entry, looked up): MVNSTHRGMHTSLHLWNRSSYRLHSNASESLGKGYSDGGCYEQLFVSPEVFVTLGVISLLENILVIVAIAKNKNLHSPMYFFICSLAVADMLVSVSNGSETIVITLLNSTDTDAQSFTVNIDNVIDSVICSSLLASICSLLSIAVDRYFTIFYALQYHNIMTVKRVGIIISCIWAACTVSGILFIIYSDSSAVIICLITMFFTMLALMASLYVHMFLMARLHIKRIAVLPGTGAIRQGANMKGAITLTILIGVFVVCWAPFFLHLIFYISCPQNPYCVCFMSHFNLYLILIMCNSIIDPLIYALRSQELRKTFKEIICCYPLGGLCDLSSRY
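System – human MC4R-expressing U2OS cells · Also added – Melanotan II · Dosing – one concentration, 6.5 µM nominal · Timing – 30-min compound, 1-h challenge, 1-h detection, room temperature · Measured by – Eu-cAMP/anti-cAMP TR-FRET, emission 671 nm · Replicates – singlicate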
MC4R ag barr – MC4R agonists recruiting beta-arrestin, primary screen, cell-based, luminescence, agonist arm of biased-ligand search. AID 540308, 2011. 360,000 compounds, 0.98% hits. U2OS MC4R beta-arrestin complementation; percent of melanotan II response, DMSO zero. Melanocortin receptor 4 (Homo sapiens), P32245. activation, % at 8.9 µM;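 active = activation above a per-plate cutoff, the mean activation of sample wells on that plate plus 3 SD, cut at about 8% in these data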
ABHD5 PLIN5 PPI – ABHD5-PLIN5 interaction inhibitors, primary screen, cell lysate, split luciferase complementation, luminescence; Perilipin-5 (Homo sapiens) + 1-acylglycerol-3-phosphate O-acyltransferase ABHD5 (Homo …; Split G. princeps luciferase complementation, 4 h; inhibition, % at 4 µM; 360,000 compounds, 0.78% hits;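 active = inhibition above the mean inhibition across every tested compound plus 3 SD, cut at about 22% in these data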;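 note: 0% = DMSO only wells and the 100% control is not disclosed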
NOD2-RIPK2 inh – NOD2-RIPK2 binding disruptors in cells, primary screen, fluorescence, CHO cells, BLA complementation; Receptor-interacting serine/threonine-protein kinase 2 (Homo sapiens), O43353; 360,000 compounds, 0.38% hits; inhibition, % at 4.98 µM; CCF4 ratio; in the data active = inhibition above about 21%;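 note: 0% = vehicle only and 100% = reference blocker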
Target sequence (O43353 whole entry, looked up): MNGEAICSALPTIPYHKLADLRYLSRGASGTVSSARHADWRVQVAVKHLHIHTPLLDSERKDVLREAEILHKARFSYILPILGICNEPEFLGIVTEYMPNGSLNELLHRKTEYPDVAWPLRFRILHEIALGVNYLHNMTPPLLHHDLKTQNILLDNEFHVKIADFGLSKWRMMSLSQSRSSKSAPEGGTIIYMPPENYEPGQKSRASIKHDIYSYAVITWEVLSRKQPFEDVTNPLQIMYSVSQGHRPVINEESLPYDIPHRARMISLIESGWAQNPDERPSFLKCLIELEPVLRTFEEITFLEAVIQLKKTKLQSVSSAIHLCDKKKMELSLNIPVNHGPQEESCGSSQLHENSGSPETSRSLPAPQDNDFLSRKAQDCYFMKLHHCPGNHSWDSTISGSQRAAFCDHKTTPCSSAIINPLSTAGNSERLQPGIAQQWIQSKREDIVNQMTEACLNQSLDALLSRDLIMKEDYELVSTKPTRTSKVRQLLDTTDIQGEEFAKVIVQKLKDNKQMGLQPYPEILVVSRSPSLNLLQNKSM
An asterisk follows results filed as active; i = inactive; x = no result given. This is a subset; the hit share may differ from the screen's.

ABCB6 inh 2,Vif imaging,Glyco luc inh,Granule exo inh,TLR9-MyD88 inh,aDG glyco up,MC4R antagonist,MC4R ag barr,ABHD5 PLIN5 PPI,NOD2-RIPK2 inh,Molecule
106,-1,0,-9,-4,-0.4,6,-0.2,1,-2,CC(C)C[C@H](N)c1cn([C@@H](Cc2ccc(O)cc2)C(=O)N2CCNCC2)nn1
94,x,-7,67*,-2,1.2,9,16*,18,23*,CC(NCc1ccc(OCc2ccc(Cl)cc2)cc1)C(O)c1ccccc1 (stereo unspecified)
93,0,-7,-3,-3,0.5,-4,-1.7,1,-6,Cc1ccc(-c2nn3c(C)nnc3s2)cc1NC(=O)C(C)C
97,-21,-2,-2,-5,-0.2,0,0.5,-7,-8,Cc1cccc(C)c1NC(=O)CN1CCN(C(=O)CNC(=O)c2ccc(-c3ccccc3)cc2)CC1
94,-1,-6,-2,2,0.0,2,0.0,0,-9,Fc1ccccc1CSc1nnc(-c2cccs2)o1
97,x,-2,-3,x,0.1,x,x,5,-2,O=C(c1ccc(=O)[nH]c1)N(c1ccccc1)C(CCc1ccccc1)c1nc2ccccc2[nH]1 (stereo unspecified)
92,-3,1,-10,8,0.0,1,-2.0,-5,8,CCCCn1c(N)c(N(CC)C(=O)CSCC(=O)Nc2ccc(OC)cc2)c(=O)[nH]c1=O
99,-6,3,-4,-6,-0.4,11,-2.2,6,-2,COc1cc(-c2nnc(SCc3cc(=O)oc4cc(C)ccc34)o2)cc(OC)c1OC
85,6,2,2,7,-0.1,4,-1.8,-6,-4,Cc1[nH]n(-c2ccccc2)c(=O)c1/C=N/O
98,-4,-2,-2,-11,0.4,3,-1.1,-11,8,COc1ccc(C(=O)COC(=O)c2ccc([N+](=O)[O-])s2)cc1OC
102,-8,0,2,-7,0.1,0,0.4,7,2,COC(=O)c1cc2nc(-c3ccc(OC)c(OC)c3)cc(C(F)(F)F)n2n1
99,-1,1,0,8,-0.2,14,-0.4,8,-4,CC1(C)Cc2cccc(OCC(=O)OCc3nnc(-c4ccccc4)o3)c2O1
i,26,0,-1,-6,0.3,0,4.1,-1,-8,Cn1c(Cc2ccccc2)nnc1SCC(=O)Nc1ccccc1N1CCOCC1
103,-6,-1,13,-3,-0.2,20,0.5,2,-8,Cc1[nH]n(-c2ccccc2)c(=O)c1N=Nc1ccc2c(c1)OCO2
103,-3,1,-2,x,-0.1,6,-0.9,-6,-4,CC1(C)Cc2c(C#N)c(N)n(-c3ccccc3)c(=S)c2CO1
98,-5,-7,17,3,-0.6,-1,-0.2,6,-4,COc1cc(NC(=O)c2cc3ccccc3cc2OC)ccc1NC(=O)c1cccs1
106,5,2,-2,3,0.0,1,0.1,0,3,COc1ccc(CN2CCN(CC=C(C)C)C(CCO)C2)cc1Cn1cncn1 (stereo unspecified)
126,0,-4,2,4,0.1,-2,-1.6,-5,-4,O=c1c2sc3nc(N4CCOCC4)c4c(c3c2ncn1CCc1ccccc1)CCCC4
101,-3,-1,4,-10,-0.2,9,0.6,3,-4,CSCCC(NC(=O)c1ccccc1)C(=O)NNC(=O)c1csc(N2CCOCC2)n1 (stereo unspecified)
147,x,18,-2,0,-0.5,19,-1.0,-7,-1,Nc1c(C(=O)Nc2ccc(S(=O)(=O)N3CCCC3)cc2)sc2nc3cc4c(cc3cc12)CCC4
117,-12,-2,4,2,0.1,4,0.3,8,12,Cc1ccc(CSCc2nnc(SCC(=O)N3CCN(c4ccccc4)CC3)n2C)cc1
97,4,-1,-12,-4,0.4,-4,-0.8,-3,11,COc1ccc(-c2noc(N3CCC(C(=O)NCc4ccc(Cl)cc4)CC3)n2)cc1
110,-9,-15,5,1,0.3,0,1.7,6,2,CCCCN(C)C(=O)c1cc2cc3ccc(OC)cc3nc2s1
100,4,0,1,6,1.0,3,0.4,-6,-1,CCOC(=O)Cn1cnc2c(nnn2-c2ccccc2)c1=O
103,-4,0,18,-8,0.2,0,-3.2,1,-2,COc1ccccc1NC(=O)c1ccc(NC(=O)COC(=O)C2CCCCC2)cc1

Three entries from above in another layout:
smiles,ABCB6 inh 2,Vif imaging,Glyco luc inh,Granule exo inh,TLR9-MyD88 inh,aDG glyco up,MC4R antagonist,MC4R ag barr,ABHD5 PLIN5 PPI,NOD2-RIPK2 inh
CC(NCc1ccc(OCc2ccc(Cl)cc2)cc1)C(O)c1ccccc1 (stereo unspecified),94,x,-7,67*,-2,1.2,9,16*,18,23*
Cc1ccc(-c2nn3c(C)nnc3s2)cc1NC(=O)C(C)C,93,0,-7,-3,-3,0.5,-4,-1.7,1,-6
Cc1cccc(C)c1NC(=O)CN1CCN(C(=O)CNC(=O)c2ccc(-c3ccccc3)cc2)CC1,97,-21,-2,-2,-5,-0.2,0,0.5,-7,-8

(next part)
ABCB6 inh 2,Vif imaging,Glyco luc inh,Granule exo inh,TLR9-MyD88 inh,aDG glyco up,MC4R antagonist,MC4R ag barr,ABHD5 PLIN5 PPI,NOD2-RIPK2 inh,Molecule
100,3,2,-7,-1,0.0,-1,-0.3,-1,-3,CC1=NOC(=O)/C1=C\c1ccccc1
99,17,-7,-4,-4,-0.2,18,2.4,4,2,COc1ccc(N(C(=O)/C=C/C(=O)Nc2cc(C)on2)C(C(=O)NC2CCCC2)c2ccccc2C)cc1 (stereo unspecified)
100,1,0,1,-4,0.0,11,-0.7,6,-7,Cc1ccc(C(=O)NCC(=O)O)o1
93,2,-1,5,4,0.0,-2,0.1,-5,-3,CCC(=O)Nc1ccc(C(=O)CSc2nnc(-c3ccccc3F)n2CCc2ccccc2)cc1
105,2,-6,-3,-2,-0.1,-2,-2.2,3,0,COc1ccccc1C(CNC(=O)c1oc2ccccc2c1C)N1CCCC1 (stereo unspecified)
97,38,2,-8,-7,0.4,0,0.5,1,-3,CCN(Cc1cnn(C)c1)C(=O)CC1C(=O)NCCN1Cc1cccc(OC)c1OC (stereo unspecified)
105,3,5,0,-2,-0.3,1,0.2,-1,-7,CC(=O)Nc1ccc(N2CCCC2)cc1
101,1,-2,-4,1,-0.5,1,1.8,-8,-16,COC(=O)C1=C(NC(=O)C2CCCCC2)CCS1
100,-1,1,-2,6,-0.1,-2,0.1,-7,-5,O=C(O)c1ccc(-c2ccccn2)s1
91,3,0,1,-4,-0.1,15,-0.9,2,-14,CCOc1ccc(NC(=O)Cn2c(=O)n(CC3CCCO3)c(=O)c3ccccc32)cc1 (stereo unspecified)
197,x,-2,-12,-7,0.0,5,19*,-4,-18,C=CCN(CC=C)S(=O)(=O)c1ccc(NC(=S)NC(=O)/C=C/c2ccccc2)cc1
85,-3,1,6,0,0.0,3,-0.6,8,0,CCNC(=O)NCc1c(C)c(C)n(Cc2ccccc2)c1-n1cccc1
94,-4,1,3,-4,-0.6,5,-1.8,-19,-1,COc1ccc(C2=CC(c3ccc(OC)c(OC)c3)NC(=S)N2)cc1 (stereo unspecified)
102,2,-11,-3,-3,0.8,-4,-3.2,-4,-15,O=C1c2cccc(OCc3ccc(F)cc3)c2CCN1Cc1ccccc1
95,-1,3,-1,6,0.0,4,-2.2,1,-9,Cc1ccc(NCc2cccnc2)cc1
100,1,-2,0,3,0.4,-7,-0.1,8,-17,Cc1ccc(C(=O)NC(=S)Nc2ccc3[nH]c(=O)[nH]c3c2)cc1
98,-1,2,31,1,0.0,22,1.9,-5,-11,COc1ccc(NS(=O)(=O)c2cccs2)cc1S(=O)(=O)N1CCOCC1
99,-4,2,0,0,-0.1,3,-1.9,5,2,CCOC(=O)C1(C)Oc2ccccc2C(C(=O)OC)=C1C(=O)OC (stereo unspecified)
94,-6,1,1,-3,0.8,-3,0.3,10,-7,COCCCNCCCOc1ccc(Cl)cc1Br
101,4,0,-1,-10,-0.1,9,-1.6,-6,-8,CNC(=O)C[C@@H]1C(=O)N(C2CCCCC2)CC1(C)C
104,x,1,-1,3,0.1,0,1.1,-3,4,O=C(C[C@@H]1C/C=C/CC[C@@H](Cc2ccc(F)cc2)C(=O)OCCNC1=O)N[C@H](CO)Cc1ccccc1
97,-9,-10,2,0,-0.2,10,-0.3,3,2,Cc1ccc2cc(CN(CC3CCCO3)C(=S)NCc3ccco3)c(=O)[nH]c2c1C (stereo unspecified)
97,-17,2,-6,-14,-0.1,-2,1.3,0,-9,CC(=O)Nc1ccc(S(=O)(=O)N2CCN(C(=O)c3ccccc3F)CC2)cc1
107,-6,0,2,4,0.1,-1,1.1,8,-7,CCC(CO)NC(=O)c1cccc(S(=O)(=O)N2c3ccccc3CC2C)c1 (stereo unspecified)
101,8,-2,7,0,-0.2,10,-1.3,0,-2,O=S(=O)(NCc1ccco1)c1ccc(Cl)s1
100,-4,-2,2,-4,0.0,-4,-1.0,4,-7,CN(C(=O)c1cccc(NC(=O)Cc2cccc([N+](=O)[O-])c2)c1)C1CCC1
104,-5,-1,2,1,-0.1,4,0.6,4,-15,Cc1ccc2oc(C(=O)N3CCN(CCO)CC3)c(C)c2c1
96,x,-2,-7,x,0.1,x,x,-1,-12,COc1ccc(-c2nc3c(Cl)cc(C(F)(F)F)cn3c2Cc2cccc(F)c2)cc1OC
95,1,-2,-5,3,0.1,7,0.8,2,-5,CC1CCN(S(=O)(=O)c2ccc(NC(=O)C3CC3)cc2)CC1
109,-4,0,3,x,0.1,15,-0.2,-7,-8,CC(C)(C(=O)N1CCC1(C)C(=O)NS(=O)(=O)c1ccccc1Cl)c1ccccc1 (stereo unspecified)
99,13,-1,19,-13,0.0,2,1.8,15,4,COCCCNC(=O)Cc1c(C)c2c(cc(C)c3c(C)c(C)oc32)oc1=O
96,-12,-6,5,-1,0.7,12,-1.9,-6,-5,CC1CCN(c2ccc(C(=O)Nc3ccc4c(c3)OCO4)cc2[N+](=O)[O-])CC1
96,7,2,13,-7,0.1,10,-0.8,0,1,CCCCOc1ccc(Cl)cc1Nc1nc(NCCO)nc(N2CCCC2)n1
103,-11,-1,-11,4,0.0,-2,-0.1,3,3,Fc1ccc2nc(C(F)(F)F)cc(N3CCOCC3)c2c1
94,-3,1,1,1,0.4,8,-2.5,-2,4,COCCCn1c2nc3ccccc3nc2c2c(=O)n(Cc3ccc(Cl)cc3)cnc21
96,-24,-13,1,x,-0.2,24,-1.8,-3,1,O=C(Nc1ccc(Cl)cc1)Nc1csc([N+](=O)[O-])c1
99,0,0,-3,-4,-0.3,7,-0.3,13,-8,O=C(COc1ncnc2ccccc12)NC1CCCC1
99,-8,4,-8,x,1.2,-15,6.0,-3,-6,COc1ccc(-c2cnc3c(NC=O)cc(-c4ccc(C(=O)N5CCOCC5)cc4)cn23)cc1OC
